# PLCg1 inh: PLC-gamma1 enzyme inhibitors, primary screen, biochemical, fluorescence, purified enzyme; hit rate 0.84% among 370,000; inhibition, % at 12.2 µM; fluorogenic substrate; in the data active = inhibition above about 9.5%
# DDE Tn7 FP inh: inhibitors of Tn7 peptide binding to fibrin DD(E), primary screen, biochemical, fluorescence polarization, human fibrin, Tn7 probe; hit rate 0.13% among 370,000; inhibition, % at 8.3 µM; FP displacement of FITC-Tn7 peptide from fibrin DD(E); 0% = median of compound wells per plate; AID 720508, 2013;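 active = inhibition above the mean of compounds falling within the control limits plus 3 SD of them, cut at about 14% in these data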;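 note: 0% = plate median of compound wells and 100% = 10 µM Aha-Tn7 peptide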
# Target sequence (P02675 whole entry, looked up): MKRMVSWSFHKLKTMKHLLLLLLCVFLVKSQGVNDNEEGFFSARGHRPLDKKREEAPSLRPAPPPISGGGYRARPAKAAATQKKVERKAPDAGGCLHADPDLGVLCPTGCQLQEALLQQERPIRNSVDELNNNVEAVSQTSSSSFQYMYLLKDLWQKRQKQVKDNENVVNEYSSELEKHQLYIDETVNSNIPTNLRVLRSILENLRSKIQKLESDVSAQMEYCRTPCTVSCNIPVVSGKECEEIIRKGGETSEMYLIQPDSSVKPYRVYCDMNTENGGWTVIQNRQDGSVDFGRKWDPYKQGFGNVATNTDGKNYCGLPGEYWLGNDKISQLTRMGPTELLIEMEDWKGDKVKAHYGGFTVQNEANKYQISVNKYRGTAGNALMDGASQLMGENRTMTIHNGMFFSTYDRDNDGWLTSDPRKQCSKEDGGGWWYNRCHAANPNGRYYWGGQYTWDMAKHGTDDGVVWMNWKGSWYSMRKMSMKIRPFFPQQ
#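 Assay system: Human fibrin DD(E) protein | Medium: Tris buffer with calcium and detergent, pH 7.8 | Reagent: 0.1 µM fluorescent Tn7 | Compound dosing: Single point at 8.3 µM | Times: 10 min preincubation, 3 h with tracer, room temperature | Detection: Fluorescence polarization of the labelled Tn7 tracer | Controls: Aha-Tn7 high control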
# PLCb3 inh: human PLC-beta3 inhibitors, primary screen, biochemical, fluorescence | inhibition, % at 12.2 µM | hit rate 0.18% among 370,000 | 1-phosphatidylinositol 4,5-bisphosphate phosphodiesterase beta-3 (Homo sapiens), Q01970 | Purified PLC-beta3, fluorogenic substrate; in the data active = inhibition above about 11%;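 note: 0% = median of compound wells on plate and 100% = full blocker control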
# ARFGAP1 inhibitor: inhibitors of rat ARFGAP1 GAP activity, primary screen, biochemical, fluorescence polarization, GDP tracer; AID 651572, 2012; inhibition, % at 16.5 µM; Arfgap1-stimulated ARF1 GTP hydrolysis, GDP FP detection; ADP-ribosylation factor GTPase-activating protein 1 (Rattus norvegicus), Q62848; hit rate 0.26% among 360,000;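 active = inhibition above a per-plate limit, mean inhibition of low control wells plus 3 SD, cut at about 25% in these data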;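 note: 0% = DMSO wells with enzyme and 100% = wells lacking Arfgap1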
#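 System: truncated rat Arfgap1 GAP domain / Medium: HEPES-based buffer, pH 7.5 / Also added: N-terminally truncated human ARF1-GTP substrate / Incubation: enzyme reaction 120 min at 25 °C after 20 min preincubation / Measured by: FP of antibody-bound GDP Alexa 633 tracer, ex 620/em 688 nm / Replicates: singlicate, each compound tested once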
# NR1D1 modulator: modulators of Rev-erb alpha DNA binding, primary screen, biochemical, FITC-DNA, fluorescence polarization, uHTS | Nuclear receptor subfamily 1 group D member 1 (Homo sapiens), P20393 | Rev-erbα–FITC-DNA binding, 90 min | activity, % at 10 µM | hit rate 0.79% among 370,000 | AID 1259318, 2017;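 active = activity above about 14%, limit read from the data; passing the limit was not always enough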;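 note: 0% = DMSO wells with 35 nM protein and 100% = DMSO wells with 750 nM protein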
# Target sequence (P20393 whole entry, looked up): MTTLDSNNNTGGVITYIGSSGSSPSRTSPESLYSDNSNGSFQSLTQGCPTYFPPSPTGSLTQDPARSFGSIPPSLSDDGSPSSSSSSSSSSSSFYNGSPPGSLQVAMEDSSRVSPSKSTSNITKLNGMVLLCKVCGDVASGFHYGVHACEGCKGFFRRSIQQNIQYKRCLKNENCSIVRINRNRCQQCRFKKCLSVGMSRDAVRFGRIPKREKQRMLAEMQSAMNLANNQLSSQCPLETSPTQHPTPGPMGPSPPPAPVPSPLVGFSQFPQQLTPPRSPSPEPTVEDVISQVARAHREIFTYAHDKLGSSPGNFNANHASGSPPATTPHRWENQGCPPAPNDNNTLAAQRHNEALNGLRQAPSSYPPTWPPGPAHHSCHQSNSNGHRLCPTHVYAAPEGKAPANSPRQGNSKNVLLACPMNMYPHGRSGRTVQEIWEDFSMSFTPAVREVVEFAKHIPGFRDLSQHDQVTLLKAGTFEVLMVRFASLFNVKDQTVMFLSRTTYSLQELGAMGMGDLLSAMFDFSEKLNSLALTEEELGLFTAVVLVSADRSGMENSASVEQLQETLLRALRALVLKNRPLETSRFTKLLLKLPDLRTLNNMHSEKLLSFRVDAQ
# DDE Tn6 FP inh: inhibitors of Tn6 peptide binding to fibrin DD(E), primary screen, biochemical, fluorescence polarization, human fibrin, Tn6 probe; Fibrinogen beta chain (Homo sapiens), P02675; Fibrin DD(E) TRITC-Tn6 fluorescence polarization displacement; inhibition, % at 8.3 µM; hit rate 0.21% among 370,000; AID 720509, 2013;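 active = inhibition above a per-campaign cutoff: mean of compounds within control limits plus 3 SD, cut at about 15% in these data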;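 note: 0% = median of all compound wells on the plate and 100% = blocking peptide control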
# UHRF1 binding: UHRF1 methylated DNA binding inhibitors, primary screen, counter-screen for MBD2 inhibitor project, biochemical, TR-FRET, human UHRF1, single concentration. UHRF1 binding to methylated oligo. inhibition, % at 4.4 µM. hit rate 0.75% among 370,000. AID 687016, 2013; in the data active = inhibition above about 21%;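 note: UHRF1 SRA domain binding a hemimethylated CpG hairpin DNA probe; 0% = median of test compound wells and 100% = reference inhibitor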
# KLK7 zymogen act: proKLK7 zymogen activators, primary screen, biochemical, fluorescence intensity; Kallikrein-7 (Homo sapiens), P49862; purified proKLK7, EDANS-DABCYL substrate fluorescence; 100% is mature enzyme control, 0% vehicle; activation, % at 7 µM; hit rate 0.9% among 370,000; AID 652039, 2013;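 active = activation above the mean of all tested compounds plus 3 SD, computed per campaign excluding outliers beyond control limits, cut at about 13% in these data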
# ASAP1 inh: inhibitors of human ASAP1 ArfGAP activity, primary screen, biochemical, fluorescence polarization. ASAP1-stimulated ARF1 GTP hydrolysis, GDP FP detection. AID 624377, 2012. inhibition, % at 16.5 µM. hit rate 0.19% among 360,000. Arf-GAP with SH3 domain, ANK repeat and PH domain-containing protein 1 (Homo sapiens), …; in the data active = inhibition above about 25%;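 note: 0% = vehicle with enzyme and substrate and 100% = no enzyme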
# HGIII-sPLA2 inh: human group III sPLA2 inhibitors, primary screen, biochemical, QFRET, BODIPY PC-A2 liposome substrate | Group 3 secretory phospholipase A2 (Homo sapiens), Q9NZ20 | QFRET BODIPY PC-A2 liposome hydrolysis, fluorescence | inhibition, % at 12.2 µM | hit rate 0.56% among 370,000 | AID 743126, 2013;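 active = inhibition above mean plus 3 SD of compounds lying within the high and low control bounds, cut at about 19% in these data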;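 note: 0% = median of test compound wells and 100% = no enzyme DMSO wells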
# * hit, by the source's call; i = inactive; & = joins results of further samples.
SMILES,PLCg1 inh,DDE Tn7 FP inh,PLCb3 inh,ARFGAP1 inhibitor,NR1D1 modulator,DDE Tn6 FP inh,UHRF1 binding,KLK7 zymogen act,ASAP1 inh,HGIII-sPLA2 inh
COc1cc2c(cc1NC(=O)c1ccc(C(C)(C)C)cc1)CCCC2,3,-4,0,-2,1,4,-2,1.4,-2,-1
COC1=Nc2ccccc2N2CCN=C12,-30,2,-40,9,1,3,1,-8.6,0,15
CC(C)(C)SCCNC(=O)c1ccc(CN2CCc3ccccc3C2)cc1,-4,-8,-7,8,7,-1,-1,-0.3,3,-11
CC(C)C(c1nnnn1Cc1ccc2c(c1)OCO2)N1CCN(c2ccccc2)CC1 (centres undefined),5,-3,6,8,0,-2,13,-0.2,3,-1
C[C@H](CO)N1C[C@H](C)[C@@H](CN(C)S(=O)(=O)c2ccc3ccccc3c2)OCc2cnnn2CCCC1=O,4,-1,-1,-6,10,3,3,-0.1,-10,13
COc1cccc(-c2noc(C3CCCN(C(=O)c4ccc(F)cc4)C3)n2)c1 (centres undefined),2,1,-3,-3,-3,6,-3,0.1,8,-7
Cc1ccc(NC(=O)CSc2nc(=O)n3cc(C)ccc3n2)c(C)c1,0,8,-8,0,-5,-11,4,-0.4,6,19
C[C@@H](C(=O)NCCc1ccccc1F)N1C(=O)N2CCc3c([nH]c4ccccc34)[C@@]2(C)C1=O,1,1,2,8,6,1,2,0.2,12,-30
Cc1ccc(S(=O)(=O)c2nc(Nc3ccccc3)sc2Cl)cc1,3,-1,4,2,3,-14,-1,0.5,11,-13
CCN(CC)CCCNc1oc(-c2ccccc2[N+](=O)[O-])nc1C#N,-15,3,-26,8,0,0,-2,-0.6,2,-5
COc1ccc(C2CC(c3cccs3)=NN2c2ccccc2)cc1 (centres undefined),i,12,i,-7,-5,-2,-2,-115,-5,8
CCOc1ccc(-c2csc3nc[nH]c(=O)c23)cc1,-3,7,-9,2,-4,3,-2,0.9,8,-9
O=C(Nc1ccc2oc(-c3ccccc3)nc2c1)c1ccc2c(c1)OCCO2,-44,-3,-61,-3,8,-12,1,12,-1,-8
Cc1ccccc1-n1nc2c(c1NC(=O)C(C)(C)C)CS(=O)(=O)C2,-5,0,-7,-2,3,-4,10,-0.6,-5,5
CN(C)c1ncc([N+](=O)[O-])cc1C(F)(F)F,0,4,-3,10,-4,1,-3,-0.3,4,-3
CCCCCCNC(=O)CNC(=S)N(Cc1cccs1)C1CCCCC1,-1,-9,-9,0,-2,7,-1,-0.1,9,-3
CCOC(=O)c1ccc(NC(=S)N2CCN(CCN=CC3=C(O)CC(c4ccccc4)CC3=O)CC2)cc1 (centres undefined),1,1,-7,14,2,3,1,0.9,-10,-15
O=C(c1ccc(Cl)cc1)c1cc(-c2ccccn2)c(N2CCOCC2)s1,-9,5,-15,5,4,6,-1,0.2,7,5
Cc1cccc(N2CCN(C(=O)c3ccc(N4CCCC4=O)cc3)CC2C)c1 (centres undefined),0,-5,2,7,-1,-8,3,0.0,1,1
CN(c1ccc(Cl)cc1)c1cc2c(c3c1ccn3C)C1CCC2C1 (centres undefined),-3,5,-6,-10,2,-3,-1,-3.2,1,9
CCN(CC)c1nc2ccccc2[nH]1,4,-2,3,2,-3,9,9,-0.1,0,6
CC1(C(=O)NS(=O)(=O)Cc2ccccc2C(F)(F)F)CCN1C(=O)Cc1ccsc1 (centres undefined),3,4,3,-9,-3,-2,-1,0.1,0,-2
Cc1nc2ccccc2n1CC(=O)N/N=C/c1cccnc1,-4,1,-7,-14,-1,1,-3,0.2,2,0
O=C(Nc1ccc(F)c(Cl)c1)c1cncs1,3,-3,-1,4,1,10,0,-0.2,-4,3
N#Cc1cccc(C(=O)Nc2cccc(S(=O)(=O)N3CCCC3)c2)c1,8,-1,-9,9,9,-11,1,0.1,-1,-15
Cc1cc(Cn2nc(-c3ccccc3)cc2C(=O)NCC2CC2)on1,6,-3,8,-2,0,-11,1,0.2,-6,-6
COc1ccc(CCNC(=O)c2ccc(Cl)cc2)cc1OC,1,-3,-2,-3,-1,-5,-2,-0.2,10,-4
COc1cccc(N2C(=O)N(c3ccccc3Cl)C3CS(=O)(=O)CC32)c1 (centres undefined),-1,1,1,0,0,-3,2,-0.7,-7,2
C[N+](C)(C)CCN1C(=O)CSC1=O,0,-7,-27,-3,-1,3,3,0.5,0,0
CCC(C)c1ccc(NC(=O)c2cccnc2)cc1 (centres undefined),-1,-3,-1,2,-2,0,0,-0.3,5,-1
CC[C@]12c3[nH]c4ccc(Cl)cc4c3CCN1C(=O)[C@@H](CC(=O)NCc1ccco1)C[C@@H]2C(=O)N1CCN(C(=O)c2ccco2)CC1,-1,-2,-4,8,-1,3,1,0.0,13,-5
CC12CCC(=O)N1C(C(=O)Nc1ccccc1N1CCCCC1)CS2 (centres undefined),0,-1,0,9,2,8,-2,0.8,0,4
COC(=O)COc1ccc2c(-c3ccc(OC)cc3)cc(=O)oc2c1,-4,-1,-6,1,-3,-1,1,-0.2,6,0
Cc1c(CN2CCC(n3nccc3NC(=O)C3CCOC3)CC2)[nH]c2ccccc12 (centres undefined),-2,2,-10,3,3,2,0,0.1,-2,-2
COc1ccc(-n2c(=S)[nH]c3cc(C(=O)NCc4ccccc4)ccc3c2=O)c(OC)c1,4,1,4,-1,3,1,4,0.8,2,14
COc1ccc(NC(=O)CC2C(=O)NCCN2C(=O)c2ccccc2)cc1 (centres undefined),0,6,-7,5,1,-6,2,0.4,6,10
CC1(C)CC(N2CCN(C(c3ccccc3)c3ccccc3)CC2)=CC(=[N+]2CCCCC2)C1,3,-9,-7,14,-7,-5,-4,0.4,8,0
CCN1CCN(Cc2ccc(NC(=O)c3cc(NC(=O)c4ccno4)cc(OC)c3)cc2C(F)(F)F)CC1,-1&2,1&1,1&0,1&2,-8&0,-1&-4,1&0,-0.1&-0.2,9&11,-27&-17
COc1ccc(OCc2nc3c4c(ncn3n2)-c2ccccc2CC42CCCC2)cc1,-2,5,-1,-4,5,9,-2,-0.5,-11,8
Cc1cc(C)c(S(=O)(=O)N(C)CC(=O)NCc2ccccn2)c(C)c1,-5,-1,1,0,-1,-1,-3,0.1,1,-2

# Overlap with the part before: three entries, then new ones.
SMILES,PLCg1 inh,DDE Tn7 FP inh,PLCb3 inh,ARFGAP1 inhibitor,NR1D1 modulator,DDE Tn6 FP inh,UHRF1 binding,KLK7 zymogen act,ASAP1 inh,HGIII-sPLA2 inh
CCN1CCN(Cc2ccc(NC(=O)c3cc(NC(=O)c4ccno4)cc(OC)c3)cc2C(F)(F)F)CC1,-1&2,1&1,1&0,1&2,-8&0,-1&-4,1&0,-0.1&-0.2,9&11,-27&-17
COc1ccc(OCc2nc3c4c(ncn3n2)-c2ccccc2CC42CCCC2)cc1,-2,5,-1,-4,5,9,-2,-0.5,-11,8
Cc1cc(C)c(S(=O)(=O)N(C)CC(=O)NCc2ccccn2)c(C)c1,-5,-1,1,0,-1,-1,-3,0.1,1,-2
Cc1cc(C(=O)N2CCN(Cc3ccc4c(c3)OCO4)CC2)on1,1,-4,2,-15,-5,2,-1,-0.1,-1,-1
Cc1ccc(-c2csc3ncnc(SCC(=O)c4ccc5c(c4)OCCO5)c23)cc1,-4,0,5,11,8,3,-1,-0.6,-3,2
CCn1cc(C(=O)NCCC(C)C)c(=O)c2cc(F)c(N3CCN(C)CC3)cc21,-11,-7,-18,-7,-1,0,-4,2.5,-4,-8
Cc1c(CCC(=O)N[C@@H](CC(C)C)C(=O)O)c(=O)oc2cc3oc4c(c3cc12)CCCC4,-293,2,-428,12,1,1,1,-2.5,7,-4
CCN(CC)CCN1C(=O)C(=O)/C(=C(/O)c2ccc(C)cc2)C1c1cccnc1 (centres undefined),2,-3,-4,0,0,-5,6,0.7,-9,0
C=CCN=C1SC(C)C(=O)N1S(=O)(=O)c1ccccc1 (centres undefined),2,-3,4,10,-1,7,0,-0.7,1,-19
Cc1ccc(SCCC(=O)N2CCOCC2)cc1,-3,5,3,-16,4,2,0,0.5,7,3
CC(=O)NC(c1ccccc1)c1nc(-c2cncnc2)cs1 (centres undefined),1,-3,3,-2,-5,2,-2,0.0,10,0
Cc1ccc(C(=O)N2CCN(c3ncccn3)CC2)cc1,-2,0,-2,3,1,-2,1,0.3,4,2
Cc1nc(C)c(-c2ccc(SCc3ccccc3C)nn2)s1,2,4,-6,-8,-1,0,1,0.2,14,1
FC(F)(F)c1ccccc1CN1CCN(C2CCCCCC2)CC1,3,5,0,-4,6,-2,0,0.0,14,4
O=C(COC(=O)c1n[nH]c2ccccc12)NCc1ccccc1,-4,2,-3,-3,0,1,2,0.0,8,-9
Cc1ccccc1N1CCN(CC(=O)NCc2ccc(Cl)cc2)CC1,2,-2,-5,-4,0,-4,1,0.8,-4,1
Cc1ccc(CSc2nc(N)cc(N)n2)cc1,6,3,3,1,-5,-1,3,3.2,4,-4
CCCCCOC(=O)CSc1nnc(-c2ccccc2)c(=O)[nH]1,-3,0,-4,0,1,-5,6,0.1,1,18
O=c1nc(-c2ccccc2)n(-c2ccccc2)c2ncccc12,7,-7,2,3,1,1,2,0.0,8,5
O=C(NCc1ccncc1)c1ccc(S(=O)(=O)Nc2ccccc2)cc1,0,3,-8,4,2,-5,-1,0.0,-4,3
O=S(c1ccccc1)C(c1ccccc1)c1ccccc1 (centres undefined),-4,0,5,-3,1,-4,-1,0.1,7,-3
COc1ccc(S(=O)(=O)Nc2ccc(F)cc2)c(C)c1C,-3,-1,-1,5,4,2,-2,0.3,7,-15
O=C(Nc1ccc(C(=O)N2CCOCC2)cc1)C1CC1,0,-4,1,-6,-10,2,-2,0.7,0,7
C=CCNS(=O)(=O)c1ccc(N2C(=O)c3ccccc3C2=O)cc1,4,-8,-1,16,-6,-16,0,0.2,5,1
O=C(Nc1ccc(N2CCCCC2)cc1)C(Cl)c1ccccc1 (centres undefined),1,-10,6,-3,0,-5,-2,0.5,8,0
